# PAFAH2 inh – PAFAH2 enzyme inhibitors, primary screen, biochemical, fluorescence polarization, human. Platelet-activating factor acetylhydrolase 2, cytoplasmic (Homo sapiens), Q99487. recombinant PAFAH2, FP-rhodamine activity probe. inhibition, % at 3.39 µM. hit rate 0.99% among 340,000. AID 492956, 2010;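 active = inhibition above the mean over all tested compounds plus 3 SD, cut at about 30% in these data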;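 also: inhibitors block probe labeling of enzyme so polarization drops; 0% = enzyme with DMSO and 100% = wells lacking PAFAH2 protein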
# GSTO1 counter – inhibitors of recombinant GSTO1, primary screen, counter-screen for RBBP9 inhibitor project, biochemical, fluorescence polarization | Glutathione S-transferase omega-1 (Homo sapiens), P78417 | activity-based probe fluorescence polarization | inhibition, % at 5.96 µM | hit rate 1.1% among 300,000 | AID 1974, 2009;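 active = inhibition above the campaign mean inhibition plus 3 SD, cut at about 35% in these data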;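 also: 0% = GSTO1-1 with DMSO and 100% = wells lacking GSTO1-1 enzyme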
# Target sequence (P78417 whole entry, looked up): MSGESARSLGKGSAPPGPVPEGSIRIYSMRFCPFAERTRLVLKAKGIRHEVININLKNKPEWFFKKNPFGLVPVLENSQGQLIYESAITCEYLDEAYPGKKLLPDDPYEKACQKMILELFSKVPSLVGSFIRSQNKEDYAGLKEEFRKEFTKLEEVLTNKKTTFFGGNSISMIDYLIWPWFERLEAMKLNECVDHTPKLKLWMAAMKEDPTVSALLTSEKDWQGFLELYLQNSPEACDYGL
# EBNA-1 inh – EBNA-1 DNA-binding inhibitors, primary screen, biochemical, fluorescence polarization; inhibition, % at 14.8 µM; AID 1950, 2009; hit rate 0.34% among 300,000; in the data active = inhibition above about 28%
# PAD4 FP inh – human PAD4 inhibitors, primary screen, biochemical, fluorescence polarization, 1536-well format. inhibition, % at 6.36 µM. recombinant PAD4, RCA probe fluorescence polarization. hit rate 0.41% among 330,000. Protein-arginine deiminase type-4 (Homo sapiens), Q9UM07. AID 485272, 2010;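 active = percent inhibition above a cutoff equal to the mean of all tested compounds plus 3 SD, cut at about 15% in these data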;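 also: 0% = PAD4 with RCA probe and DMSO and 100% = probe without PAD4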
# LYPLA2 counter – LYPLA2 inhibitors, primary screen, counter-screen for PME1 inhibitor project, biochemical, fluorescence polarization, FP-Rh probe ABPP | Acyl-protein thioesterase 2 (Homo sapiens), O95372 | recombinant LYPLA2 | inhibition, % at 5.9 µM | hit rate 0.38% among 320,000 | AID 2177, 2009;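 active = inhibition above the screen-wide mean plus 3 SD, limit set per campaign, cut at about 26% in these data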;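 also: 0% = LYPLA2 with DMSO and 100% = wells lacking LYPLA2 enzyme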
# PAFAH1B3 FP inh – PAFAH1B3 enzyme inhibitors, primary screen, biochemical, fluorescence polarization, human | Platelet-activating factor acetylhydrolase IB subunit alpha1 (Homo sapiens), Q15102 | recombinant PAFAH1B3, FP-rhodamine probe | inhibition, % at 3.39 µM | hit rate 0.28% among 340,000 | AID 492972, 2010;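 active = inhibition above the screen-wide average of all tested compounds plus 3 SD, cut at about 25% in these data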;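 also: 0% = enzyme with DMSO only and 100% = wells lacking PAFAH1B3 protein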
# Target sequence (Q15102 whole entry, looked up): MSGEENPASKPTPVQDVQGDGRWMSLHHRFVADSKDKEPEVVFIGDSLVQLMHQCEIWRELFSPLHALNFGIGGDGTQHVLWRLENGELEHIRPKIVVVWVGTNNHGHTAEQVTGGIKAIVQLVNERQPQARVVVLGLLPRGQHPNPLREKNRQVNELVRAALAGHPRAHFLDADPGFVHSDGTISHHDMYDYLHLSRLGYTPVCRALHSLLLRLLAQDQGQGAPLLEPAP
# LYPLA1 counter – LYPLA1 inhibitors, primary screen, counter-screen for PME1 inhibitor project, biochemical, fluorescence polarization, FP-Rh probe ABPP; Acyl-protein thioesterase 1 (Homo sapiens), O75608; recombinant LYPLA1; inhibition, % at 5.9 µM; hit rate 0.16% among 320,000; AID 2174, 2009;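 active = inhibition above the mean of all tested compounds plus 3 SD, set per campaign, cut at about 14% in these data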;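 also: inhibitors block serine hydrolase probe labeling of LYPLA1 so polarization falls; 0% = enzyme with DMSO and 100% = wells lacking LYPLA1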
# Target sequence (O75608 whole entry, looked up): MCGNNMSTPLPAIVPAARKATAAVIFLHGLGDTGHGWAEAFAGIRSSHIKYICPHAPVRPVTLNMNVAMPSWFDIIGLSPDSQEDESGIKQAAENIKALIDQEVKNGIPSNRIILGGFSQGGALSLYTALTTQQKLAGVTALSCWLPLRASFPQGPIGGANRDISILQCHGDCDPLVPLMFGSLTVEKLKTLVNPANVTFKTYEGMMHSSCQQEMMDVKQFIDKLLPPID
# PREPL inhibitor – PREPL enzyme inhibitors, primary screen, biochemical, fluorescence polarization | hit rate 0.68% among 320,000 | recombinant PREPL, fluorescence polarization activity-based probe | Prolyl endopeptidase-like (Homo sapiens), Q4J6C6 | inhibition, % at 5.96 µM; in the data active = inhibition above about 43%;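 also: 0% = enzyme with DMSO and 100% = wells lacking enzyme; many of its hits are not listed in these tables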
# ZTA DNA inh – blocks Epstein-Barr virus ZTA, an EBNA-1 counter-screen; ZTA-DNA binding, fluorescence polarization; hit rate 0.15% among 320,000; P03206; inhibition, % at 11 µM; in the data active = inhibition above about 33%
# Target sequence (P03206 whole entry, looked up): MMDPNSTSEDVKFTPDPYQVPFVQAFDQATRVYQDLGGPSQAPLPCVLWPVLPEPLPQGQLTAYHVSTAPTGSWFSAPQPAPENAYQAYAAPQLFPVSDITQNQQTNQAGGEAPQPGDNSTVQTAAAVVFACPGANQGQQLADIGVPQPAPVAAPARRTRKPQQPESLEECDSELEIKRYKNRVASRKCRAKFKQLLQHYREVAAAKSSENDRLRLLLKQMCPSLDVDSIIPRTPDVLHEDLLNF
# * = called active by the depositor; / = no result given.
SMILES,PAFAH2 inh,GSTO1 counter,EBNA-1 inh,PAD4 FP inh,LYPLA2 counter,PAFAH1B3 FP inh,LYPLA1 counter,PREPL inhibitor,ZTA DNA inh
CC(/C=N/NC(=O)c1ccncc1)=C\c1ccc(C(C)C)cc1,2,1,-10,2,3,-11,3,3,-3
CC(=O)N1CCN(c2ccccc2NC(=O)COc2cc(C)cc(C)c2)CC1,8,-6,1,0,5,0,-1,-6,0
O=C(NCc1cccnc1)/C(=C\c1ccc(-c2ccc(Br)cc2)o1)S(=O)(=O)c1ccccc1,4,-22,-16,-11,-42,-7,-21,2,-5
O=C(CCN1C(=O)COc2ccccc21)NCc1cccs1,-3,-6,-6,-3,0,5,-1,4,-4
COc1ccc(NC(=O)c2ccc3nc[nH]c3c2)c(OC)c1,-6,6,-2,-2,10,1,2,25,-13
O=C(NC12CC3CC(CC(C3)C1)C2)c1cc(F)c(F)c(F)c1F,3,1,-1,2,2,9,0,6,8
CCNC(=S)N(Cc1cc2cc(C)ccc2[nH]c1=O)C1CCCC1,1,-1,9,-4,-5,11,-6,-9,2
CC(CCn1cccn1)NC(=O)c1cc(COc2ccc(F)cc2Cl)on1 (stereo not drawn),0,-4,5,-1,2,-1,1,10,8
CCOC(=O)Cn1ccc(-c2ccccc2)c(C#N)c1=O,-1,-9,10,7,5,0,-1,10,0
CCn1c(SCc2ccc(C)cc2)nnc1-c1nn(-c2ccccc2)ccc1=O,-1,8,-2,-1,-1,3,2,3,-5
COc1ccc(C(C)(C)C)cc1NC(=O)COC(=O)CN1C(=O)NC2(CCCCC2C)C1=O (stereo not drawn),4,/,/,-1,/,4,/,5,/
Cc1ccc(NS(=O)(=O)c2ccc(C(=O)NC3CCN(Cc4ccccc4)CC3)cc2)cc1,-4,/,/,1,/,7,/,5,/
CCc1ccc2nc3sc(C(=O)N4CCc5ccccc54)c(N)c3cc2c1,/,10,-8,-6,-3,/,0,3,-1
Cc1sc2nc(CN(C(=O)NC3CCCCC3)C3CCCC3)[nH]c(=O)c2c1C,-3,2,3,3,12,-5,1,8,-7
O=C1ON=C(c2ccccc2)/C1=C/c1ccco1,5,13,1,-8,-3,7,-2,6,-20
C=CCOc1c(Cl)cc(CNCCC)cc1Cl,-6,2,-6,0,-10,-1,-5,-23,12
CC(=O)N(C(C)=O)c1ncnc2c1c(-c1ccc(Cl)cc1)nn2C(C)(C)C,3,3,-3,-4,7,1,1,4,2
CCN(CC)S(=O)(=O)c1cc(NC(=O)CCCOc2ccc(C(C)=O)cc2)ccc1C,-12,1,13,1,-1,3,2,2,4
CN(CC(=O)Nc1ccccc1Cl)C(=O)CSc1nc2ccccc2s1,4,2,3,-5,-4,-5,-3,2,-8
O=C(O)CCC(=O)CCC(=O)c1ccccc1,2,-2,1,0,2,5,5,5,-10
COc1ccc(CC(=O)Nc2ccc(-c3noc(COc4ccccc4C)n3)cc2)cc1,0,-4,-4,0,-1,-2,0,4,8
CCCCN(C(=O)c1cccc(S(=O)(=O)N2CCOCC2)c1)c1c(N)n(CCC)c(=O)[nH]c1=O,0,-1,5,2,-6,-3,1,-6,1
NC(=S)N/N=C/c1cccc(Br)c1,10,-13,0,-1,3,9,3,14,-3
Cc1ccc(-c2nn3nnnc3c3ccccc23)cc1,2,2,2,-5,0,7,-1,5,3

# Arranged by value in EBNA-1 inh (low to high): 6 from the list above
molecule	PAFAH2 inh	EBNA-1 inh	PAD4 FP inh	PAFAH1B3 FP inh	PREPL inhibitor
CCc1ccc2nc3sc(C(=O)N4CCc5ccccc54)c(N)c3cc2c1	/	-8	-6	/	3
CC(=O)N(C(C)=O)c1ncnc2c1c(-c1ccc(Cl)cc1)nn2C(C)(C)C	3	-3	-4	1	4
NC(=S)N/N=C/c1cccc(Br)c1	10	0	-1	9	14
Cc1ccc(-c2nn3nnnc3c3ccccc23)cc1	2	2	-5	7	5
CN(CC(=O)Nc1ccccc1Cl)C(=O)CSc1nc2ccccc2s1	4	3	-5	-5	2
CCN(CC)S(=O)(=O)c1cc(NC(=O)CCCOc2ccc(C(C)=O)cc2)ccc1C	-12	13	1	3	2

# (list continues)
SMILES,PAFAH2 inh,GSTO1 counter,EBNA-1 inh,PAD4 FP inh,LYPLA2 counter,PAFAH1B3 FP inh,LYPLA1 counter,PREPL inhibitor,ZTA DNA inh
COc1ccc(-c2ccc(SCC(=O)N3c4ccccc4CC3C)nn2)cc1OC (stereo not drawn),-8,-6,5,6,-6,-8,-4,-30,11
CSc1cnc2c(N)nc(N(C)C)nc2n1,-1,-3,2,0,1,13,3,-3,-5
Cc1ccccc1NC(=O)Nc1ccccc1C(=O)NCc1ccccc1,9,-2,-10,0,3,7,-1,-18,-17
CN(C)C(=O)N=NC(=O)N(C)C,-4,1,6,0,2,-1,-4,-12,1
COc1ccc(-c2nc(CS(=O)CC(=O)NCc3ccc(Cl)cc3)c(C)o2)cc1OC (stereo not drawn),5,3,10,2,7,3,-3,-13,2
COc1ccc(-c2c(NC(=O)c3ccco3)oc3c(C)cccc3c2=O)cc1,-1,-7,-7,6,2,3,-3,4,2
COc1cc(C(=O)NNC(=O)/C=C/c2ccccc2)cc(OC)c1OC,-1,/,/,0,/,6,/,-1,/
COC(=O)c1ccc(CN(c2ccccc2Cl)S(C)(=O)=O)cc1,0,10,-16,-7,-9,1,-4,-13,0
CCOC(=O)CSC1=C(C#N)C(c2ccc(C)s2)CC(=O)N1 (stereo not drawn),19,4,8,-1,-1,-3,-1,10,2
Cc1ccc(S(=O)(=O)c2c(C)nn(C(C)(C)C)c2OC(=O)CC(C)C)cc1,0,-4,-3,-2,-2,4,-3,-14,-7
CCc1[nH]c(=O)[nH]c1C(C)S(=O)(=O)c1ccc(C)cc1 (stereo not drawn),12,-2,8,-1,-8,2,-1,7,6
CCN(CC)S(=O)(=O)c1cccc(C(=O)/C=C2/N(C)c3ccccc3C2(C)C)c1,-2,4,7,1,-4,6,-5,1,-4

# Complete entries as entered above:
# COc1cc(C(=O)NNC(=O)/C=C/c2ccccc2)cc(OC)c1OC is listed as PAFAH2 inh = -1; GSTO1 counter = /; EBNA-1 inh = /; PAD4 FP inh = 0; LYPLA2 counter = /; PAFAH1B3 FP inh = 6; LYPLA1 counter = /; PREPL inhibitor = -1; ZTA DNA inh = /
# COc1ccc(-c2c(NC(=O)c3ccco3)oc3c(C)cccc3c2=O)cc1 is listed as PAFAH2 inh = -1; GSTO1 counter = -7; EBNA-1 inh = -7; PAD4 FP inh = 6; LYPLA2 counter = 2; PAFAH1B3 FP inh = 3; LYPLA1 counter = -3; PREPL inhibitor = 4; ZTA DNA inh = 2

# (next part)
SMILES,PAFAH2 inh,GSTO1 counter,EBNA-1 inh,PAD4 FP inh,LYPLA2 counter,PAFAH1B3 FP inh,LYPLA1 counter,PREPL inhibitor,ZTA DNA inh
CCN(CC)c1ccc(NC(=O)c2ccc(Cl)nc2)cc1,4,8,0,5,1,4,1,2,-6
Cc1cc(NC(=O)c2cccs2)cc(-c2nc3ncccc3o2)c1O,2,-2,8,-8,-4,5,-4,3,3
CCc1cc(C(=O)NCC(c2cccs2)N2CCOCC2)sc1C (stereo not drawn),4,1,7,-2,4,4,-1,-1,8
Cn1c(=O)c2c(-c3ccccc3)n(N3CCOCC3)cc2n(C)c1=O,0,-4,-6,-4,2,0,-3,8,5
CCN(CC(=O)Nc1c(F)cccc1F)C(=O)c1cc(S(=O)(=O)N2CCOCC2)ccc1N1CCCC1,6,5,7,-2,9,0,4,2,-12
COc1cc(S(=O)(=O)N(Cc2ccccc2)CC2CCCO2)ccc1-n1cnnn1 (stereo not drawn),-4,7,7,-4,7,0,4,-2,0
O=C(NC1CCCC1)C(NS(=O)(=O)c1cccc2nsnc12)c1ccccc1 (stereo not drawn),11,-5,-6,3,-6,13,-8,1,-8
Cc1cccc(C(=O)Oc2ccccc2C(=O)N2CCOCC2)c1,-4,6,12,0,0,0,0,9,2
CCOC(=O)c1cc(CC)sc1/N=C/C1C(=O)CCCC1=O,8,6,5,-5,5,6,2,5,9
CCOc1ccc2c(c1)c(N=O)c(O)n2C,-14,1,0,-1,-10,9,-3,-11,-10
Cc1ccccc1S(=O)(=O)c1cc(C#N)c(=O)[nH]c1N,6,-3,6,-5,10,5,5,2,9
CCOc1cc(/C=C2\SC(=O)N(CC(=O)Nc3ccccc3F)C2=O)cc([N+](=O)[O-])c1O,34*,18,-4,1,18,15,4,3,0

# Some entries already given, showing only PAFAH2 inh.
mol | PAFAH2 inh
Cc1cc(NC(=O)c2cccs2)cc(-c2nc3ncccc3o2)c1O | 2
CCc1cc(C(=O)NCC(c2cccs2)N2CCOCC2)sc1C (stereo not drawn) | 4
Cn1c(=O)c2c(-c3ccccc3)n(N3CCOCC3)cc2n(C)c1=O | 0
CCN(CC(=O)Nc1c(F)cccc1F)C(=O)c1cc(S(=O)(=O)N2CCOCC2)ccc1N1CCCC1 | 6
COc1cc(S(=O)(=O)N(Cc2ccccc2)CC2CCCO2)ccc1-n1cnnn1 (stereo not drawn) | -4

# The list goes on:
SMILES,PAFAH2 inh,GSTO1 counter,EBNA-1 inh,PAD4 FP inh,LYPLA2 counter,PAFAH1B3 FP inh,LYPLA1 counter,PREPL inhibitor,ZTA DNA inh
Cc1onc(-c2ccccc2)c1C(=O)NC(=S)Nc1sc2c(c1C#N)CCCC2,10,5,-15,8,-2,2,-8,0,2
Cc1cc(C)n(CC(O)CN(c2ccccc2)S(=O)(=O)c2ccc3ccccc3c2)n1 (stereo not drawn),-6,3,-13,-1,0,8,-1,0,-7
CCNc1nc(SC(C)C(=O)OC)nc(N(C)C)n1 (stereo not drawn),2,-1,-8,1,8,-1,4,3,-6
N#C/C(=C\c1c[nH]c2ccccc12)c1nnc2n1CCCCC2,-4,-4,14,-6,1,2,-2,6,15
Clc1ccc(CSC2=NCCCN2)cc1Cl,4,-2,-10,-5,2,3,3,28,-1
CCOC(=O)CSC1=C(C#N)C(c2ccc(F)cc2)C(C(C)=O)=C(C)N1 (stereo not drawn),9,-9,-2,-3,5,2,5,5,-8
CC(C)(C)Cc1nc(-c2ccc(Cl)cc2)no1,1,0,12,2,-5,10,-1,-4,10
Cc1ccc(S(=O)(=O)N2CCC(=O)N(CCOCc3cccc(C(F)(F)F)c3)CC2)cc1,3,-6,8,-3,-1,10,2,11,-2
O=C(c1ccc([N+](=O)[O-])cc1)N(Cc1ccc(Br)cc1)N1C(=O)CCCC1=O,8,-2,1,-4,3,-2,2,7,6
COc1ccccc1/C=N\NC(=O)c1ccc(COc2ccc(C)c(C)c2)o1,0,-10,-4,-7,-2,2,0,5,2
N#Cc1cc2c(N)c(C(=O)Nc3ccccc3)sc2nc1N,/,12,0,-4,-1,/,-3,10,-10
O=C(CCCC(=O)N1CCCc2ccccc21)N1CCCc2ccccc21,5,5,-6,2,2,5,0,-1,6

# PAFAH2 inh, entries above that show a hit
mol	PAFAH2 inh	EBNA-1 inh	PAD4 FP inh	PAFAH1B3 FP inh	PREPL inhibitor
CCOc1cc(/C=C2\SC(=O)N(CC(=O)Nc3ccccc3F)C2=O)cc([N+](=O)[O-])c1O	34*	-4	1	15	3

# These rows are one share of the data; the hit share may differ from the screen's.
